Compound activity (PubChem)
ADAM10 inh: human ADAM10 inhibitors, primary screen, biochemical, QFRET, HTS | Disintegrin and metalloproteinase domain-containing protein 10 (Homo sapiens), O14672 | recombinant ADAM10, EDANS/DABCYL FRET peptide cleavage, 3 h | inhibition, % at 7 µM | actives 0.62% (n = 370,000) | AID 720582, 2013;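 active = inhibition above a per-campaign cutoff equal to the mean of compounds falling between control-based bounds plus 3 SD, cut at about 20% in these data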;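 note: 0% = DMSO wells while the 100% control is not disclosed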
DDE Tn6 FP inh: inhibitors of Tn6 peptide binding to fibrin DD(E), primary screen, biochemical, fluorescence polarization, human fibrin, Tn6 probe; Fibrin DD(E) TRITC-Tn6 fluorescence polarization displacement; inhibition, % at 8.3 µM; actives 0.21% (n = 370,000); AID 720509, 2013;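 active = inhibition above a per-campaign cutoff: mean of compounds within control limits plus 3 SD, cut at about 15% in these data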;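 note: 0% = median of all compound wells on the plate and 100% = blocking peptide control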
Target sequence (P02675 whole entry, looked up): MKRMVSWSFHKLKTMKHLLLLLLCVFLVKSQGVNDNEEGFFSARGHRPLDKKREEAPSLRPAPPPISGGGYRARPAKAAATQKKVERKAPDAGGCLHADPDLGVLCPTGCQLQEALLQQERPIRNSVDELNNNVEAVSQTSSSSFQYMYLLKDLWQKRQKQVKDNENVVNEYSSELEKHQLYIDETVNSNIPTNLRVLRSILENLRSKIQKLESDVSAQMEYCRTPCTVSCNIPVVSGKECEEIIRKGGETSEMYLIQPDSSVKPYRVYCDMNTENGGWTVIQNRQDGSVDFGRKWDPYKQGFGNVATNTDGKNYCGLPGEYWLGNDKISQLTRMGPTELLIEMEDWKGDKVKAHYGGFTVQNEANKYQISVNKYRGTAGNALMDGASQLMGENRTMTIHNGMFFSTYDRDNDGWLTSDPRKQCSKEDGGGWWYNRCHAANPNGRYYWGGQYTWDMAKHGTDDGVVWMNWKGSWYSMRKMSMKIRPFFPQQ
ADAM17 inh: ADAM17 inhibitors, primary screen, biochemical, QFRET; Disintegrin and metalloproteinase domain-containing protein 17 (Homo sapiens), P78536; recombinant ADAM17, EDANS/DABCYL FRET peptide cleavage; inhibition, % at 6.95 µM; actives 0.83% (n = 370,000); AID 720648, 2013;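 active = inhibition above the mean of compounds lying between control limits plus 3 SD, set per campaign, cut at about 8.5% in these data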;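 note: 0% = DMSO-only wells as the low control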
KLK7 zymogen act: proKLK7 zymogen activators, primary screen, biochemical, fluorescence intensity. Kallikrein-7 (Homo sapiens), P49862. purified proKLK7, EDANS-DABCYL substrate fluorescence; 100% is mature enzyme control, 0% vehicle. activation, % at 7 µM. actives 0.9% (n = 370,000);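 active = activation above the mean of all tested compounds plus 3 SD, computed per campaign excluding outliers beyond control limits, cut at about 13% in these data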
Target sequence (P49862 whole entry, looked up): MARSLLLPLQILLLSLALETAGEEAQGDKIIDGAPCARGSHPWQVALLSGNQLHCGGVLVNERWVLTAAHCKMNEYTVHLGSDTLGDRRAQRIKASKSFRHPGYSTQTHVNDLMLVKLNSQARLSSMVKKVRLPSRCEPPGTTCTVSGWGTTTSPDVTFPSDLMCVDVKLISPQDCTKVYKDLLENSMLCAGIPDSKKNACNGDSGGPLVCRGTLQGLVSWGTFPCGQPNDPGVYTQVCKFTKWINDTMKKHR
ARFGAP1 inhibitor: inhibitors of rat ARFGAP1 GAP activity, primary screen, biochemical, fluorescence polarization, GDP tracer; ADP-ribosylation factor GTPase-activating protein 1 (Rattus norvegicus), Q62848; actives 0.26% (n = 360,000); AID 651572, 2012; Arfgap1-stimulated ARF1 GTP hydrolysis, GDP FP detection; inhibition, % at 16.5 µM;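 active = inhibition above a per-plate limit, mean inhibition of low control wells plus 3 SD, cut at about 25% in these data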;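 note: 0% = DMSO wells with enzyme and 100% = wells lacking Arfgap1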
Target sequence (Q62848 1-136 limits assumed): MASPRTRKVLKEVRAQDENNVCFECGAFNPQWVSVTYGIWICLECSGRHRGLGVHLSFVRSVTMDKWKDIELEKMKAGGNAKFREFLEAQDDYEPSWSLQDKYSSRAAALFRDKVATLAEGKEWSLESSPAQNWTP
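Material: rat Arfgap1 catalytic domain, aa 1-136; also added: human ARF1(Δ1-17)-GTP substrate; compound dosing: one concentration, 16.5 µM, DMSO 1.26%; incubation: GTP hydrolysis reaction 2 h at 25 °C; measured by: Tracer-displacement fluorescence polarization with EDTA stop, 620/688 nm; evaluation: % inhibition from polarization; repeats: one replicate per compound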
PLC-gamma1 inh: PLC-gamma1 enzyme inhibitors, primary screen, biochemical, fluorescence, purified enzyme; 1-phosphatidylinositol 4,5-bisphosphate phosphodiesterase gamma-1 (Homo sapiens), P19174; fluorogenic substrate; inhibition, % at 12.2 µM; actives 0.84% (n = 370,000); in the data active = inhibition above about 9.5%
Tn7 DDE FP: inhibitors of Tn7 peptide binding to fibrin DD(E), primary screen, biochemical, fluorescence polarization, human fibrin, Tn7 probe; FP displacement of FITC-Tn7 peptide from fibrin DD(E); 0% = median of compound wells per plate; inhibition, % at 8.3 µM; actives 0.13% (n = 370,000); AID 720508, 2013;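 active = inhibition above the mean of compounds falling within the control limits plus 3 SD of them, cut at about 14% in these data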;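 note: 0% = plate median of compound wells and 100% = 10 µM Aha-Tn7 peptide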
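Test system – human fibrin DD(E) · Times – 10 min preincubation, 3 h with tracer, room temperature · Detection – fluorescence polarization of the labelled Tn7 tracer · Measure – percent inhibition normalized to high-control wells · Benchmarks – high control wells with 10 µM unlabelled Aha-Tn7 peptide (full inhibition) · Repeats – singlicate testing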
LEDGF integ inh: blockers of LEDGF/p75-dependent integrase strand transfer – biochemical, TR-FRET, high throughput, primary screen. HIV-1 integrase (with human LEDGF/p75). TR-FRET IN-LEDGF/p75 DNA integration, Eu/Cy5. inhibition, % at 3.7 µM. actives 0.64% (n = 370,000);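 active = inhibition above the screen-wide mean plus 3 SD, cut at about 13% in these data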;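 note: signal is the Cy5 over europium emission ratio at 671 and 618 nm; 0% = plate median of compound wells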
TDP2 absorb: human TDP2 enzyme inhibitors, primary screen, biochemical, epi absorbance, recombinant enzyme. Tyrosyl-DNA phosphodiesterase 2 (Homo sapiens), O95551. T5PNP hydrolysis, p-nitrophenol absorbance 415 nm. inhibition, % at 12.8 µM. actives 0.34% (n = 370,000);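 active = inhibition above the mean of all tested compounds plus 3 SD, set per campaign, cut at about 25% in these data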;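 note: 0% = DMSO with enzyme and 100% = buffer with substrate but no TDP2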
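System – recombinant human TDP2 · Amount – 120 nM TDP2 per well · Buffer or medium – Mg2+-containing Tris-HCl buffer, pH 7.5 · Reagent – T5PNP substrate, 5 mM · Dosing – 12.8 µM single point, 1% DMSO · Incubation – 2 h at 37 °C · Measured by – epi absorbance · Read-out basis – percent inhibition · Benchmarks – high control without enzyme, low control DMSO plus TDP2 · Repeats – singlicate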
ASAP1 inh: inhibitors of human ASAP1 ArfGAP activity, primary screen, biochemical, fluorescence polarization; Arf-GAP with SH3 domain, ANK repeat and PH domain-containing protein 1 (Homo sapiens), …; ASAP1-stimulated ARF1 GTP hydrolysis, GDP FP detection; inhibition, % at 16.5 µM; actives 0.19% (n = 360,000); in the data active = inhibition above about 25%;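 note: 0% = vehicle with enzyme and substrate and 100% = no enzyme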
* hit, by the source's call; i = inactive. Random draw from the library; about 4.2% have a hit in one of these screens.

compound	ADAM10 inh	DDE Tn6 FP inh	ADAM17 inh	KLK7 zymogen act	ARFGAP1 inhibitor	PLC-gamma1 inh	Tn7 DDE FP	LEDGF integ inh	TDP2 absorb	ASAP1 inh
O=C(NCc1ccco1)c1ccc2c(c1)N(Cc1ccc(Cl)cc1)CCS2	i	6	-148	-27	-12	-228	3	1	4	1
Cc1cc(=O)oc2c(C)c(OCC(=O)N(C)C)ccc12	-137	-8	-49	-0.5	6	-15	0	0	-7	0
COC(=O)[C@]12CCCCC=C1N(Cc1ccco1)C(=O)[C@H](CC(=O)N1CCCCC1)C2	-4	3	-1	1.5	-2	-1	3	2	1	-1
CCCCSc1nc2c(cnn2-c2ccc(F)cc2)c(=O)[nH]1	-16	1	-3	-0.8	3	2	0	-2	8	2
COC(=O)Cc1cc(=O)n2[nH]cnc2n1	-5	2	2	0.2	-10	3	-11	5	3	3
O=C(Nc1ccc(Oc2ccccc2)nc1)C1CCCCN1Cc1ccco1 (centres undefined)	-5	4	-5	-0.4	-7	2	2	0	1	-24
Cn1nccc1C(=O)OCC(=O)Nc1ccc(S(N)(=O)=O)cc1	0	6	1	0.8	-12	0	-4	-1	0	-4
Cc1nc(CS(=O)(=O)c2ccccc2)cc(Sc2ccccc2Cl)n1	10	-3	-1	-0.2	4	3	2	0	-4	1
O=[N+]([O-])c1cc([N+](=O)[O-])c2nonc2c1Nc1ccc(O)cc1	-5	18*	-4	1.1	7	-54	-3	15*	25*	-2
Cc1ccccc1NC(=S)NC(NC(=O)C(C)(C)C)C(Cl)(Cl)Cl (centres undefined)	-6	-6	-10	0.3	2	2	-5	0	3	11
CCN(CC)C(=O)Cn1cc(C(=O)C(=O)N2CC=C(c3ccccc3)CC2)c2ccccc21	6	-5	-2	0.8	13	-3	-6	5	-1	-4
Cc1cccc(C)c1NC(=O)c1c[nH]c2ccccc12	1	8	2	-0.6	-6	-1	3	-2	8	-4
Cc1cccc2[nH]c3c(N4CC=C(c5ccc(F)cc5)CC4)ncnc3c12	-72	-4	-30	-1.6	1	-37	4	0	-5	8
Cc1csc(NC(=O)CSc2nc(=O)n(CCN(C)C)c3c2CCCC3)n1	-2	-6	-1	0.1	-2	2	-2	0	-4	9
COc1ccc(/C=C/C(=O)N2CCCc3ccccc32)cc1	6	1	4	-0.1	1	0	5	21*	-2	-1
COc1ccc(CN2CCN(Cc3csc(C(C)=O)c3)CC2CCO)c(C)c1C (centres undefined)	-4	0	-2	-0.2	12	4	-4	-6	-14	-2
CC1CN(C(=S)NC(=O)c2ccccc2)CC(C)O1 (centres undefined)	4	5	-6	0.1	-7	1	-11	0	4	-11
S=C(c1ccco1)N1CCOCC1	4	5	2	0.9	0	6	0	0	-9	0
CCOC(=O)C1(Cc2cccc(OC)c2)CCCN(C(=O)c2cc(C)on2)C1 (centres undefined)	1	-5	0	-0.1	4	1	5	2	14	-9
COc1ccc(O)c(/C=N/NC(=O)CSc2nnc(C)n2-c2ccccc2)c1	-3	-2	-3	-0.7	14	-4	2	-5	0	-3
COCCN(CCOC)Cc1cc(=O)oc2cc(C)cc(C)c12	-16	6	-7	-0.6	-4	-1	-1	-2	4	8
CCn1cc(CNc2nc3nonc3nc2N2CCCCC2)cn1	-9	-3	-6	0.1	10	2	0	0	0	7
COc1ccc(/C=C/C(=O)c2c(O)cc(C)oc2=O)c(OC)c1	-2	-2	-3	1.4	0	-124	5	1	-4	9
O=C(CN1CCCCCC1)Nc1ccc(Br)cc1[N+](=O)[O-]	8	4	-1	-0.2	-10	-1	2	-2	0	-6
CNc1cccc(-c2cccc(O)c2)n1	-58	2	-14	0.3	2	2	-2	-1	-3	12
CC(C)(C)NC(=O)Nc1cccc(Cl)c1Cl	1	0	3	-0.2	6	3	-6	1	-11	6
N#CCCN(C(=O)COC(=O)c1ccc(S(=O)(=O)N2CCCCCC2)cc1)c1ccccc1	0	8	-1	-0.5	-16	3	9	-2	14	-5
Cc1nn(CCC(=O)NNC(=S)Nc2ccc(Cl)cc2)c(C)c1[N+](=O)[O-]	9	5	0	0.0	-7	-2	2	1	4	5
CC1=CC(C)C2(CO)COC(c3ccccc3O)C1C2C (centres undefined)	9	0	-1	1.0	9	5	-2	0	-6	1
COC(=O)N(C)C[C@@H]1OCc2cn(nn2)CCCC(=O)N([C@@H](C)CO)C[C@H]1C	-13	-4	-2	-0.6	6	-3	3	0	5	-4
O=C(CCn1c(=S)oc2ccccc21)N1CCN(c2ccc(F)cc2)CC1	-8	-2	-7	-0.2	16	2	-10	-1	3	3
O=C(O)CCCN1C(=O)/C(=C/c2ccncc2)SC1=S	-2	-2	-3	0.0	-8	-1	3	-4	9	-7
COc1ccc(C)cc1NC(=S)NNC(=O)c1c(Br)cnn1C	17	6	7	-0.1	-10	8	-4	-2	-18	-5
CC(=O)Nc1sc2c(c1C#N)CCC2	-2	-5	-4	0.5	-14	-1	6	-1	-9	-10
O=C(CC1CS(=O)(=O)CC1CC(=O)Oc1ccccc1F)Oc1ccccc1F (centres undefined)	-8	-6	-3	-0.2	3	0	-6	24*	3	1
COc1ccc(C(=O)NCCCOC(C)C)cc1OC1CCN(C(C)=O)CC1	5	3	-2	0.0	-6	1	-8	0	3	-7
Cc1nc2ccc(S(=O)(=O)CCC(=O)NCc3ccc(Cl)cc3)cc2s1	-7	1	-6	0.2	-4	0	1	0	3	-6
COc1cc(-c2cc(C(=O)Nc3ccc(S(N)(=O)=O)cc3)c3ccccc3n2)cc(OC)c1OC	-28	-9	-11	-3.7	9	-134	-1	-3	2	20
CCN(CC(=O)Nc1ccc(OC)cc1)C(=O)c1ccc(=O)n(Cc2ccccc2)n1	-3	0	2	0.2	7	3	4	3	2	-8
O=C(NCCN1C(=O)S/C(=C\c2ccc(Cl)c(Cl)c2)C1=O)c1cnccn1	0	1	-2	0.0	-9	-3	2	-2	4	-3

Structures listed so far that have an aryl methoxy group, in the order listed:
compound	ADAM10 inh	DDE Tn6 FP inh	ADAM17 inh	KLK7 zymogen act	ARFGAP1 inhibitor	PLC-gamma1 inh	Tn7 DDE FP	LEDGF integ inh	TDP2 absorb	ASAP1 inh
COc1ccc(/C=C/C(=O)N2CCCc3ccccc32)cc1	6	1	4	-0.1	1	0	5	21*	-2	-1
COc1ccc(CN2CCN(Cc3csc(C(C)=O)c3)CC2CCO)c(C)c1C (centres undefined)	-4	0	-2	-0.2	12	4	-4	-6	-14	-2
CCOC(=O)C1(Cc2cccc(OC)c2)CCCN(C(=O)c2cc(C)on2)C1 (centres undefined)	1	-5	0	-0.1	4	1	5	2	14	-9
COc1ccc(O)c(/C=N/NC(=O)CSc2nnc(C)n2-c2ccccc2)c1	-3	-2	-3	-0.7	14	-4	2	-5	0	-3
COc1ccc(/C=C/C(=O)c2c(O)cc(C)oc2=O)c(OC)c1	-2	-2	-3	1.4	0	-124	5	1	-4	9
COc1ccc(C)cc1NC(=S)NNC(=O)c1c(Br)cnn1C	17	6	7	-0.1	-10	8	-4	-2	-18	-5
COc1ccc(C(=O)NCCCOC(C)C)cc1OC1CCN(C(C)=O)CC1	5	3	-2	0.0	-6	1	-8	0	3	-7
COc1cc(-c2cc(C(=O)Nc3ccc(S(N)(=O)=O)cc3)c3ccccc3n2)cc(OC)c1OC	-28	-9	-11	-3.7	9	-134	-1	-3	2	20
CCN(CC(=O)Nc1ccc(OC)cc1)C(=O)c1ccc(=O)n(Cc2ccccc2)n1	-3	0	2	0.2	7	3	4	3	2	-8
